LYP act: activators of human LYP (PTPN22) phosphatase; recombinant LYP, DiFMUP fluorescence; 0 = plate median, 100 = signal doubled; activation, % at 2 µM; 0.11% of 96,000 active;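 active means activation at 2 µM above a set limit, the mean plus 5 SD, cut at about 37% in these data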
PostGolgi ctrl: yeast control strain growth, post-Golgi counter-screen; efflux-deficient yeast background strain, growth absorbance A615, 16 h; inhibition, % at 10 µM; 5% of 98,000 active; AID 738
PTPN22 inh 2: LYP (human) phosphatase inhibition. Q9Y2R2. recombinant LYP catalytic domain, DiFMUP fluorescence. inhibition, % at 2 µM. 0.21% of 96,000 active. AID 640;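 active means inhibition at 2 µM at or above a set limit, the screen mean plus 3 SD, cut at about 24% in these data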;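 further: 0% = DMSO with enzyme and 100% = enzyme fully blocked by orthovanadate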
EphB4 ephrin blk: blocks human EphB4 binding to ephrin-B2; P54760; EphB4 LBD / TNYL-RAW-Alexa532 peptide, fluorescence polarization; inhibition, % at 7 µM; 0.15% of 97,000 active;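 active means inhibition above the screen-wide mean inhibition plus 3 SD, cut at about 15% in these data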;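 further: 0% = DMSO wells and 100% = excess unlabeled TNYL-RAW peptide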
Target sequence (P54760 whole entry, looked up, the tested form may be a part): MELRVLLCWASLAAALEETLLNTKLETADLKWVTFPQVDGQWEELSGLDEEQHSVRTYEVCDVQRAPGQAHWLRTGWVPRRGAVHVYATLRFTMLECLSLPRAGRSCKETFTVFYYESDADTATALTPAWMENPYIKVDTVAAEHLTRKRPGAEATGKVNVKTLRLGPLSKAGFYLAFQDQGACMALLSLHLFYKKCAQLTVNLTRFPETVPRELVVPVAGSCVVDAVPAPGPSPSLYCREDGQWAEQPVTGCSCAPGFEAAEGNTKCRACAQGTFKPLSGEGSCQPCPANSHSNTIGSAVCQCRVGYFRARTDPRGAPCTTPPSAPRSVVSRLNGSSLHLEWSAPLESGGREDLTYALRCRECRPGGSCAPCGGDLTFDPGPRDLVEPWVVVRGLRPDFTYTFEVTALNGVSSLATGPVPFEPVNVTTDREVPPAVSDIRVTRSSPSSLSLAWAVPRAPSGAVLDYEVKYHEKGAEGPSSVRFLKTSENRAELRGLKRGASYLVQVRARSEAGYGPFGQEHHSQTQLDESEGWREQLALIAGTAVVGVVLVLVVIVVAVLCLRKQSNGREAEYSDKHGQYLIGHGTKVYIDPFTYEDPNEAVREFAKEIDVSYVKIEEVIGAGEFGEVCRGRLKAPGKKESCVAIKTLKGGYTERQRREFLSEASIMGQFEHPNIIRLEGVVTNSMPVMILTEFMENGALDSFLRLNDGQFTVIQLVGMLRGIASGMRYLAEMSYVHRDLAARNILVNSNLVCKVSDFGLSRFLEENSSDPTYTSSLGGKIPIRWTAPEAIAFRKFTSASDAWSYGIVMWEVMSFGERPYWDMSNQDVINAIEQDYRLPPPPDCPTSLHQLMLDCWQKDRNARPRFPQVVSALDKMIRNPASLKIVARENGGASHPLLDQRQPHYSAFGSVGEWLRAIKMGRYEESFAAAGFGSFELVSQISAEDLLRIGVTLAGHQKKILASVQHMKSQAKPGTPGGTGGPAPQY
FAK blocker: inhibitors of human focal adhesion kinase | inhibition, %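 (tested at 7 µM)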 | Q05397 | biochemical FAK kinase activity assay | AID 727 | 0.84% of 97,000 active; in the data active means inhibition above about 19%;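 further: 0% = DMSO and 100% = reference compound high control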
PostGolgi yeast: growth inhibition of a yeast mutant, post-Golgi transport screen; AID 739; 0.9% of 98,000 active; inhibition, % at 10 µM; post-Golgi transport phenotypic cell assay;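 further: yeast cells grown in 1536-well plates; yeast grown about 18 h at 30C before absorbance read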
HIV Rev-RRE inh: disrupts HIV-1 Rev binding to RRE RNA | Rev peptide-RRE RNA binding, FRET | P05866 | 0.79% of 97,000 active | AID 704 | inhibition, % at 8 µM;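 active means inhibition above the screen-wide mean plus 3 SD, cut at about 35% in these data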;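 further: 0% = median DMSO wells and 100% = median Neomycin B control wells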
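Assay system: Labelled RRE RNA duplex and labelled Rev peptide | Times: 5 min preincubation and 15 min binding, 25 °C | Detection: FRET, ex 480 nm, em 540 and 671 nm | Evaluation: % inhibition of FRET ratio versus controls | Benchmarks: DMSO wells as 0% and neomycin B wells as 100% inhibition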
S1P2 agonist: S1P2 (human) receptor agonism; O95136; S1P2-expressing cell line, agonist reporter read-out; activation, % at 4.5 µM; 0.46% of 97,000 active; in the data active means activation above about 16%;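 further: 0% = vehicle low control and 100% = maximal reference agonist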
S1P2 blocker: S1P2 (human) receptor antagonism; cell-based S1P2 antagonist assay, inhibition at 5 uM; inhibition, % at 5 µM; 0.21% of 97,000 active; AID 736; in the data active means inhibition above about 45%;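 further: CRE beta-lactamase reporter cells expressing human S1P2 stimulated with S1P; 0% = agonist at EC80 alone and 100% = agonist plus reference antagonist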
The depositor's hits bear a star; . = not tested or not shown. Unless noted, no stated cut-off is given here; in the data, active means inhibition above about 30%; inactive means the rest.

entry	compound	LYP act	PostGolgi ctrl	PTPN22 inh 2	EphB4 ephrin blk	FAK blocker	PostGolgi yeast	HIV Rev-RRE inh	S1P2 agonist	S1P2 blocker
1	Cc1cccc(N(CC(N)=O)C2SC(=O)N(c3ccccc3)C2=O)c1 (stereo not drawn)	9	9	-9	-4	-1	1	1	-7	17
2	COc1ccc(-c2nnn(CC(=O)OC3CCCCC3)n2)cc1OC	2	19	-4	-6	-5	-8	6	-3	-14
3	Cc1ccc(Cl)cc1-n1c(=O)cc(N2CCN(C(=O)c3ccco3)CC2)[nH]c1=O	3	.	-3	-3	0	.	12	-3	26
4	Cc1cccc(N(C(=O)c2ccc(CN3CCOCC3)o2)C(C(=O)NC(C)(C)C)c2ccc(F)cc2)c1 (stereo not drawn)	-1	.	0	-6	-2	.	-8	1	-22
5	CCNC(=O)c1sccc1-n1cccc1	-3	3	4	-3	-2	5	12	-3	26
6	Cc1ccccc1Cn1cnc2c(nnn2Cc2ccc(F)cc2)c1=O	-13	10	10	2	3	3	5	-5	12
7	CCCC(c1nnnn1C(C)(C)CC)N(Cc1ccco1)Cc1cc2ccc(OC)cc2[nH]c1=O (stereo not drawn)	-10	10	7	-4	0	-4	3	-4	-21
8	CCN(/C=N/c1sc2c(c1C#N)CC(C)(C)NC2(C)C)CC	-5	7	4	2	-3	0	6	-10	-7
9	COc1nc(N)nc(NC23CC4CC(CC(C4)C2)C3)n1	12	6	-18	-9	1	1	0	-2	-9
10	COC(=O)c1ccccc1NC(=O)c1sc(N)nc1C	-4	0	1	4	8	13	3	-2	-5
11	CC1=NN(c2ccc(C(=O)OC(C)C)cc2)C(=O)/C1=C\C=C\c1ccco1	-10	.	6	1	-3	.	-1	-2	-15
12	CN(C)CCCNC(=O)c1cc(Br)ccc1Cl	4	0	-2	0	0	-4	-2	-2	-28
13	CCS(=O)(=O)Nc1ccc(C(=O)OC)cc1	9	17	-15	3	1	-2	6	-2	-11
14	COc1ccc(NC(=O)CCN2CCCCCC2)cc1	26	.	-27	2	0	.	10	-6	3
15	COc1ccc2c(c1)C(NC(C)=O)C(=O)N2C (stereo not drawn)	-2	10	2	-7	-1	-4	5	0	2
16	Cc1nn(-c2ccccc2)c(C)c1C(=O)OCC(=O)N1CCN(S(=O)(=O)c2ccccc2)CC1	-1	96*	2	2	10	30	1	-1	9
17	COC(=O)Cn1c(CN2CCC(Cc3ccccc3)CC2)nc2c1c(=O)n(C)c(=O)n2C	3	14	-4	-9	1	0	1	-2	-8
18	CCOC(=O)CSc1nnc(-c2ccccc2)o1	8	.	-8	3	1	.	6	-5	-16
19	COc1ccc(OC)c(C2=Nn3c(nnc3-c3ccco3)SC2)c1	-1	26	0	1	5	0	-1	10	-41
20	CCCCn1nnnc1SCC(=O)NCc1ccco1	4	0	-6	-2	1	13	-1	0	-21
21	CCCn1c(SCC(N)=O)nc2c(c1=O)C1(CCCC1)Cc1ccccc1-2	-6	44*	4	4	10	3	1	-9	-8
22	COc1ccccc1N1CCN(S(=O)(=O)c2ccccc2)CC1	6	28	-6	-11	0	6	2	1	-21
23	Cc1ccc(CNC(=O)c2cc3c(-c4ccc(Cl)cc4)nn(C)c3s2)o1	-11	53*	8	-10	0	-7	-5	-4	2
24	Cc1ccc(-c2nnc(SCC(=O)Nc3nccs3)n2N)cc1	10	.	-11	5	-2	.	3	-2	11
25	CN(C(=O)c1ccccn1)c1nnc(-c2ccccn2)s1	-1	2	0	2	-9	0	1	-4	-2
26	CN(C)CCCOC(=O)c1ccccc1	3	5	-3	9	1	8	3	-4	-5
27	CCOC(=O)c1cc(NC(=O)N(CC)CC)c(C)nc1C	10	6	-10	-2	-2	6	0	1	-14
28	CCc1ccc(CCC(=O)Nc2nnc(C)s2)o1	2	-4	0	-2	-2	-10	3	-3	18
29	CCOC(=O)N1CCN(C(=O)CSc2ccc(Cl)cc2)CC1	0	9	-1	-8	0	-2	4	-3	-3
30	COc1ccc(OC)c(NC(=O)Cc2nn(C)c(=O)c3ccccc23)c1	12	-7	-13	-2	1	-1	0	0	-18
31	O=C(NCc1ccccn1)c1ccc(Cl)cc1Cl	5	13	-4	-1	2	-4	3	-4	-4
32	COc1ccc2[nH]c(=S)[nH]c2c1	5	23	-8	3	1	-8	2	-2	6
33	CC(=O)Nc1ccc(SCC(=O)N(CCC#N)c2ccc(C)cc2)cc1	8	3	-12	-1	-3	0	0	-3	22
34	COc1cc(OC)c(C2C(C(=O)O)c3ccccc3C(=O)N2C)cc1OC (stereo not drawn)	8	11	-8	0	-1	4	0	-6	8
35	Cc1ccc(NC(=O)CSc2nnnn2-c2ccc3c(c2)OCO3)cc1C	7	.	-5	-8	3	.	5	-6	12
36	COc1cc(S(=O)(=O)N2CCCCC2)ccc1NC(=O)c1ccc(F)cc1	1	3	2	3	0	2	2	-5	19
37	O=C(NCc1ccco1)c1ccccc1NS(=O)(=O)c1ccc2c(c1)OCCO2	4	2	-6	2	-6	11	5	-7	12
38	CN(C)/C=C1/C=C(c2ccccc2)OC1=O	-2	11	2	4	-2	-6	11	0	-6
39	COc1cccc2[nH]c3c(N4CCC(C(N)=O)CC4)ncnc3c12	-2	2	-1	1	2	-4	11	-3	10
40	Cc1cc(=O)[nH]c(SCC(=O)Nc2nc(-c3ccccc3)cs2)n1	0	25	-3	3	-8	5	3	-5	-2

Some of the entries above, reformatted.
Values run as follows: LYP act	PostGolgi ctrl	PTPN22 inh 2	EphB4 ephrin blk	FAK blocker	PostGolgi yeast	HIV Rev-RRE inh	S1P2 agonist	S1P2 blocker
(1) Cc1cccc(N(CC(N)=O)C2SC(=O)N(c3ccccc3)C2=O)c1 (stereo not drawn)
  9	9	-9	-4	-1	1	1	-7	17
(3) Cc1ccc(Cl)cc1-n1c(=O)cc(N2CCN(C(=O)c3ccco3)CC2)[nH]c1=O
  3	.	-3	-3	0	.	12	-3	26

Following part:
entry	compound	LYP act	PostGolgi ctrl	PTPN22 inh 2	EphB4 ephrin blk	FAK blocker	PostGolgi yeast	HIV Rev-RRE inh	S1P2 agonist	S1P2 blocker
41	CCOc1cc(C)c(-c2onc(C(F)(F)F)c2-c2csc(C)n2)c(O)c1	0	26	2	-5	-5	8	5	-1	-7
42	COCCN1Cc2cccc(C(=O)Nc3cccc(OC)c3)c2C1=O	-2	5	2	-5	2	-3	3	-1	5
43	Cc1ccccc1S(=O)(=O)Nc1nc2ccccc2nc1NCCO	-9	-7	5	14	-1	-2	6	-2	-3
44	CC(C)NC(=O)COC(=O)c1cc(F)c(F)cc1Cl	12	16	-10	0	-1	-5	4	-3	-25
45	O=S(=O)(c1cc(Cl)ccc1Br)N1CCOCC1	0	6	4	-5	5	10	7	-6	8
46	CCC1(C)Cc2ccccc2/C(=C/C(=O)N2CCCCC2)N1 (stereo not drawn)	7	14	-8	3	-5	-3	3	-6	-8
47	O=C(CN1CCC(n2nnc3cc(F)ccc32)CC1)N1CCc2ccccc2C1	5	3	-5	0	-3	3	5	-4	20
48	COc1ccc(NC(=O)c2c(C(F)(F)F)nn(C)c2SCc2ccccc2)cc1	.	20	.	-2	4	14	17	-7	14
49	O=C(NCc1ccco1)N1c2ccccc2Sc2ccccc21	-4	10	1	0	0	1	7	-5	8
50	COC(=O)C1=C(C)NC(C)=C(C(=O)OC)C1c1ccccn1	-7	6	4	-1	-4	8	1	-2	5
51	Cc1nn(-c2ccccc2)c(N2CCCCC2)c1/C=N/O	1	21	-3	5	5	2	7	-2	11
52	CCOC(=O)c1ccc(NC(=O)CSc2nnc(CNc3ccc(C)cc3)n2C)cc1	-5	.	2	4	-1	.	4	0	2
53	CNC(=O)C1CCC(=O)N1Cc1ccccc1Cl (stereo not drawn)	1	-8	0	5	0	-4	10	-5	-2
54	CCOc1nnc(C)c2c(C)n(-c3ccc(Cl)cc3)nc12	2	13	0	2	-5	5	2	-3	12
55	Cc1ccc(N/C=C/C(=O)C(C)(C)C)c(O)c1	-6	13	7	2	-1	5	6	-5	-1
56	CC(C)(C)NS(=O)(=O)c1ccc(CCC(=O)O)cc1	-9	8	7	0	-3	-11	7	-3	20
57	CCN=C1NN=C(c2ccc(C)cc2)CS1	-1	-7	4	-5	2	-1	10	-8	-6
58	CC(=O)N=c1ncn(CC(COC(C)=O)OC(C)=O)c2nc[nH]c12 (stereo not drawn)	1	-1	-3	-4	0	-3	3	-6	-5
59	CCc1cccc2c(C#N)cn(CCOc3ccccc3OC)c12	-7	16	10	0	-4	8	9	-1	-2
60	Cc1ccc(C(=O)OCC(=O)N2CC(=O)Nc3ccccc32)s1	-6	22	3	-7	-8	-2	2	-5	-2
61	COc1ccccc1NS(=O)(=O)c1ccc(C)c(C(N)=O)c1	-8	11	3	-7	1	-2	1	-1	20
62	Cn1cnnc1SCC(=O)Nc1sc2c(c1C(N)=O)CCC2	-10	10	8	-4	23*	0	21	0	2
63	CC12CCC(C(=O)N3CCCCC3)(CC1=O)C2(C)C (stereo not drawn)	-2	1	7	-7	-2	7	0	-2	16
64	O=C(C1CCN(S(=O)(=O)c2cnc[nH]2)CC1)N1CCN(c2ncccn2)CC1	-2	4	6	10	9	-8	4	-8	12
65	CC(C)NC(=O)CSc1nc2ccccc2n1-c1ccccc1	-5	3	2	2	-1	-7	2	-4	-5
66	COc1cccc(C(=O)Nc2ccc(N(C)C)cc2)c1OC	5	7	-5	-1	0	0	5	-2	-16
67	COc1cc(Cl)c(C)cc1NC(=O)CCCN1C(=O)CCC1=O	6	15	-2	-2	1	0	4	1	-21
68	COc1ccc(CNC(=O)Nc2ccc(C)cc2)cc1	3	0	-6	2	-1	-3	5	-1	2
69	COc1ccc(F)cc1CN1CCN(C(=O)CCC(=O)Nc2nnc(C(C)C)s2)CC1	15	-4	-15	-9	-2	7	1	-4	21
70	CC(=O)c1cccc(OCCN2C(=O)NC(C)(C)C2=O)c1	8	4	-9	3	-1	9	7	-6	8
71	CCC(SC1=Nc2ccccc2C2=NC(CC(C)C)C(=O)N12)C(=O)Nc1ccc2c(c1)OCO2 (stereo not drawn)	-2	1	8	10	5	-3	9	-6	12
72	COc1cccc(C(=O)Nc2c(C(N)=O)oc3ccccc23)c1	-3	15	2	-1	21*	-9	1	-4	7

Screening data as filed in PubChem BioAssay.
